# Assay outcomes: PubChem BioAssay, several laboratories
# 3CLpro inhibitor = SARS-CoV 3CLpro protease inhibition; P0C6X7; recombinant SARS-CoV 3CLpro, quenched FRET peptide cleavage; inhibition, % at 6 µM; 290,000 tested, 0.14% active; in the data active means inhibition above about 12%
# DUSP3 inh = inhibitors of human VHR1 phosphatase (DUSP3). P51452. inhibition, % at 13.3 µM. recombinant VHR phosphatase, pNPP absorbance. 290,000 tested, 0.52% active; in the data active means inhibition above about 50%; further: some compounds called inactive have numbers as strong as hits
# Target sequence (P51452 whole entry, looked up): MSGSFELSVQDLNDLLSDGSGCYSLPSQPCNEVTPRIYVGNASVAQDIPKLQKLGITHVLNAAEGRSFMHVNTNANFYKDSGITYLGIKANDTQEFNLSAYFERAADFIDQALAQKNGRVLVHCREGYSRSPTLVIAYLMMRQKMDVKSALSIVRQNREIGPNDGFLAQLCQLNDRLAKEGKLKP
# TcdB GH inh = inhibitors of Clostridioides difficile toxin B glycohydrolase. P18177. TcdB glycohydrolase enzymatic assay, plate reader. inhibition, % at 9.99 µM. 350,000 tested, 0.24% active; in the data active means inhibition above about 10%
# Anthrax LF inh2 = blocks Bacillus anthracis lethal factor protease | P15917 | multiplex microsphere protease cleavage assay, LF | inhibition, % at 10 µM | 360,000 tested, 0.12% active | AID 588501; further: plate controls were buffer without enzyme for full effect and enzyme alone for no effect
# Target sequence (P15917 whole entry, looked up): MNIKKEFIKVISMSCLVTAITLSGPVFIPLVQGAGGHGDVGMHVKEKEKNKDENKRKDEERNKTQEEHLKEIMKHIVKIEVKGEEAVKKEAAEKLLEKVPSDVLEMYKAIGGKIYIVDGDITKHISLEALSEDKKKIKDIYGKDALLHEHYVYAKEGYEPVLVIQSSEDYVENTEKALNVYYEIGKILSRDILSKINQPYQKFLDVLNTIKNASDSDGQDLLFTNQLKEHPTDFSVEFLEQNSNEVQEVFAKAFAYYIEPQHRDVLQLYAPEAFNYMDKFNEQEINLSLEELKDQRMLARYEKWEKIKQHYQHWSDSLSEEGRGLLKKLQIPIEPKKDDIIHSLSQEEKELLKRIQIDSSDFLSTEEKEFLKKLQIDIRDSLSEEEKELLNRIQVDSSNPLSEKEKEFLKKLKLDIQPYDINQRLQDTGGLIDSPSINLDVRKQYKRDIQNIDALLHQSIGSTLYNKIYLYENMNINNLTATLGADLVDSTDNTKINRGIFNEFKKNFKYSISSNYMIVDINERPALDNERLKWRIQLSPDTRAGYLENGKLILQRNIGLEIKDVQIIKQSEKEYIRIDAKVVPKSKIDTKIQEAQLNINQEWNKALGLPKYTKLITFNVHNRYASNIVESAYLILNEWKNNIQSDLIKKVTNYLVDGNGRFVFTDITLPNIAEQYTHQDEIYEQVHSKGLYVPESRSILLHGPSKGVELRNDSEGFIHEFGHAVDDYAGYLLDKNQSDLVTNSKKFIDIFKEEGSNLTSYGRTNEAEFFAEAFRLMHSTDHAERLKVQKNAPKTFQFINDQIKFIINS
# PriA SSB inh = K. pneumoniae PriA-SSBct interaction inhibition. 430,000 tested, 0.6% active. inhibition, % at 33 µM. AID 1272365. AlphaScreen SSBct-PriA binding, biotinylated peptide; in the data active means inhibition mostly above about 37%, no sharp cut-off; inactive means mostly below about 20%;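 further: plate controls were negative control peptide for no effect and reference peptide for full effect; strong numbers were not always called active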
# CCHFV vOTU inh = blocks the CCHF virus ovarian tumor domain protease. inhibition, % at 11.5 µM. 370,000 tested, 0.55% active. AID 651958. CCHFV vOTU protease, Pep-AMC fluorescence; in the data active means inhibition above about 30%; further: 0% = vehicle wells with enzyme and 100% = no enzyme wells
# Vc quorum ag = induces V. cholerae light production without autoinducers; AID 588436; activation, % at 18.7 µM; 350,000 tested, 0.16% active; V. cholerae BH1578 lux reporter, luminescence, 6 h; in the data active means activation mostly above about 9.7%, no sharp cut-off; inconclusive means no clear call, values can overlap the other calls; inactive means mostly below about 3.7%; further: not every result past the cut was called active; inactives centre near 0; reference of the scale not given here
# BoNT-A LC inh2 = BoNT A light chain protease inhibition | multiplex microsphere protease substrate cleavage, flow cytometry | 360,000 tested, 0.17% active | AID 588499 | inhibition, % at 10 µM; further: plate controls were buffer without enzyme for full effect and enzyme alone for no effect
# Y pestis TopoI = blocks Yersinia pestis topoisomerase I activity; Y. pestis Topo-I cleavage product accumulation, plate reader; activity, % at 10 µM; 360,000 tested, 0.064% active; AID 504884; in the data active means activity above about 50%, passing the limit was not always enough; inconclusive means no clear call, values can overlap the other calls; further: inactives centre near 2
# PfHsp40 rescue = rescue of PfHsp40-mediated yeast toxicity; S. cerevisiae expressing PfHsp40, growth rescue, ATP luminescence; growth rescue, % at 12.5 µM; 340,000 tested, 0.68% active; AID 504582; in the data active means growth rescue above about 28%, passing the limit was not always enough; inconclusive means no clear call, values can overlap the other calls;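 further: yeast W303a lacking pdr1 and pdr3 grown in galactose medium; growth measured after three days at 30 °C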
# Starred values were filed as active, the others as inactive; i = inactive; ? = inconclusive; . = not tested or not shown; & = joins results of further samples. Unless noted, no stated cut-off is given here; in the data, active means inhibition above about 30%; inconclusive means no clear call, values can overlap the other calls; inactive means below that. An excerpt; rates above refer to the full screens.
SMILES,3CLpro inhibitor,DUSP3 inh,TcdB GH inh,Anthrax LF inh2,PriA SSB inh,CCHFV vOTU inh,Vc quorum ag,BoNT-A LC inh2,Y pestis TopoI,PfHsp40 rescue
Clc1ccccc1CN(Cc1ccco1)Cc1nnnn1C1CCCC1,1.5,3.3,.,0.2,-19.0,13.1,i,0.1,38.1,331.1*
Cc1ccc(NC(=O)Cn2cnc3c(=O)n(C)c(=O)n(C)c32)c(C)c1,3.9,9.7,.,-3.2,-15.9,-6.8,.,0.3,8.0,0.4
COc1ccc(NC(=O)CCn2c(=O)c3cccn3c3ccccc32)c(OC)c1,-8.5,9.7,2.3,-0.1,-4.1,1.1,i,0.6,17.7,-0.1
O=c1[nH]c2cc3c(cc2cc1CN(Cc1cccs1)Cc1nnnn1Cc1ccco1)OCCO3,-2.6,29.2,.,-5.3,-7.0,1.7,-0.1,-0.1,-6.3,-0.2
CC1=C(C(=O)Nc2ccc(C)cc2)C(c2ccc(C)o2)C2=C(CC(C)(C)CC2=O)N1 (stereo unspecified),-0.6,9.7,.,2.1,-1.8,4.1,-0.6,0.4,0.4,-0.3
COC(=O)[C@]12CCCCC=C1N(Cc1cccc3ccccc13)C(=O)[C@H](CC(=O)NCc1cccc3ccccc13)C2,.,.,-3.0,-0.9,.,15.7,.,0.3,.,.
COc1ccc(S(=O)(=O)N2c3cc(Cl)ccc3Oc3nc4ccccc4nc32)cc1,1.3,22.2,.,0.3,6.2,8.4,-0.4,1.4,-3.3,-0.3
CCc1ccc(CNCCNCC(C)O)cc1 (stereo unspecified),1.0,15.4,.,-1.2,1.1,8.3,i,-2.1,3.8,-0.7
Cc1ccc(C(=O)N(c2ccccc2)C2CC(C)N(C(=O)c3ccco3)c3ccccc32)cc1 (stereo unspecified),2.1,-9.9,.,-7.7,24.4,5.0,i,0.0,17.6,2.3
CCOC(=O)C(NC(=O)c1ccccc1Cl)(Nc1sc2c(c1C(N)=O)CCC2)C(F)(F)F (stereo unspecified),-0.9,17.6,-0.4,-0.4,5.1,11.4,-0.3,0.2,5.8,-1.0
Brc1ccccc1Cn1c(-c2cncs2)nc2ccccc21,-4.5,29.2,1.2,5.7,-2.6,-5.3,-0.2,-1.0,12.5,-0.1
O=C(OCC(=O)N1CCc2ccccc2C1)c1ccc(N2CCOCC2)c([N+](=O)[O-])c1,3.1,22.5,.,-6.7,6.0,-1.2,i,-2.8,2.0,0.5
Cc1onc(-c2c(Cl)cccc2Cl)c1C(=O)N=C(N)N1CCCC1,1.3,31.5,0.6,6.9,.,-4.8,0.8,-2.0,-11.9,-0.5
COc1ccc(CN2C(=O)C(CC(=O)NCCc3ccccn3)CC(C(=O)N(C)C)=C2C)cc1 (stereo unspecified),.,.,0.7,-0.4,.,6.9,-0.6,-0.1,0.7,.
CC1CCC(NC(=O)CSc2nnc(-c3cccnc3)o2)CC1 (stereo unspecified),.,.,2.4,-7.5,-1.0,-5.0,i,-0.4,-5.7,-0.8
CC(NC(=O)C1CCCC1)c1ccccc1 (stereo unspecified),.,.,0.1,-6.5,-25.6,7.4,-1.3,-0.3,8.4,-1.2
COc1ccc(NC(=O)Nc2ccccc2SC)cc1,4.0,20.8,1.3,-0.4,-9.7,6.2,-0.4,-0.5,-1.2,-0.9
O=C(O)c1ccccc1OCCOc1ccccc1,3.9,9.7,.,0.4,-3.7,-7.5,i,0.2,1.5,0.5
CCC(C)[C@H](NC(=O)[C@@H]1Cc2ccccc2CN1C(=O)OC(C)(C)C)C(=O)NCC1CCC(C(=O)O)CC1 (stereo partly specified),-1.8,1.5,-0.6,-2.2,-11.8,-4.1,i,0.6,2.6,1.1
CC(=O)Nc1ccc(N2C(=O)CSC2c2ccc([N+](=O)[O-])cc2)cc1 (stereo unspecified),-2.9,-5.4,1.7,23.0,-5.1,-0.3,i,-4.1,0.7,0.7
Cc1cc(C(=O)Nc2ccc3c(c2)OCCO3)c(C)o1,0.8,-0.6,.,-3.2,3.8,-0.5,-0.4,-1.1,-1.9,-1.1
COC(=O)c1cn(Cc2cc(OC)ccc2OC)cc(F)c1=O,0.3,3.0,.,7.3,-10.3,.,-1.7,2.7,6.5,0.6
COc1ccc(/C=C(\NC(=O)c2ccco2)C(=O)NCCc2nc3ccccc3[nH]2)cc1,0.6,-11.0,3.6,1.1,-14.4,2.8,i,-0.4,0.8,.
CCC1(CC)Cc2ccccc2C2=C(C(=O)N3CCCCC3)C(=O)C(=O)N21,-3.8,-2.1,2.2,0.0,-4.6,-0.4,-0.6,-1.5,-6.7,0.5
COC(=O)c1ccc(-c2ccc([C@H]3[C@H]4C=CC[C@@H](C)[C@@H]4C(=O)N3Cc3ccccc3)c(F)c2)cc1,.,-0.3,0.4,0.1,-17.1,3.7,-0.3,0.4,-5.6,-0.1
COc1cc(/C=C2/C(=O)NN(c3ccc(F)cc3)C2=O)cc([N+](=O)[O-])c1O,4.0,0.8,-2.4,-11.0,-6.1,18.2,-2.3,-0.1,-8.0,2.4
Nc1ccc(N2CCCCC2)cc1N1CCCCC1,-3.3,14.3,.,-14.6,63.1*,14.6,-0.3,2.4,-12.3,1.9
O=c1cc(NCc2ccccc2)nc2ccccn12,1.1,31.8,0.6,-3.4,-7.4,-2.9,-1.3,-0.1,8.5,0.5
C=CC[C@@H](CC(=O)N[C@@H](CO)Cc1ccccc1)C(=O)NC[C@@H](OC(=O)[C@@H](CC=C)CC(=O)OC(C)(C)C)c1ccccc1,.,.,0.8,-5.2,5.8,-0.6,i,-0.3,3.4,1.9
Cc1nn(C)cc1CNC(=O)Nc1ccc(Cl)c(Cl)c1,-6.1,3.0,.,-2.0,-4.9,7.8,i,0.1,-4.6,-1.2
O=C(NCCCO)c1ccc(CSc2nc3ccccc3c(=O)[nH]2)cc1,-1.4,20.6,0.7,-1.0,-8.6,-2.6,-0.4,-0.1,-0.3,0.1
COc1ccc(CN2CCN(Cc3ccc(OC)c(OC)c3OC)CC2)cc1,0.0,17.2,0.3,-16.0,-1.1,-13.1,i,-2.7,-0.8,-0.7
Cc1c(Br)c(-c2n[nH]c(=S)n2Cc2ccco2)nn1C,-0.2,-17.2,.,-2.8,2.7,-2.0,-0.4,-0.2,4.1,-1.8
Cc1ccccc1NC(=O)CCSc1nnnn1-c1ccccc1,-7.6,4.3,.,-2.8,2.2,0.2,i,-1.6,-0.9,-0.6
Cc1ccc(NC(=O)c2ccc(C)c(S(=O)(=O)N3CCCCC3)c2)nc1,.,.,3.1,1.3,-10.1,-3.7,5.0,-0.1,-9.6,-0.8
CCOC(=O)C(C)/C(C)=N/NC(=O)c1cc2ccccc2cc1O (stereo unspecified),-0.7,-4.5,-1.2,-2.9,.,9.4,-0.3,0.2,-12.7,155.5*
CC(C)CC(=O)C(=O)O,.,.,0.9&1.7,-9.5&-9.1,-1.1,-5.8&-3.8,-0.7&-0.3,0.2&-0.6,-3.8&4.6,-0.5&1.9
CCCn1cnc2c(SCc3ccccc3Cl)nc(N)nc21,.,.,1.2,0.6,-7.8,9.3,0.8,0.5,9.4,8.0
CCOc1ccc2nc(SCC(=O)Nc3cc4c(cc3C(C)=O)OCO4)[nH]c2c1,0.0,13.7,.,-2.8,-19.3,-0.9,i,0.6,3.2,0.1
CCOC(=O)c1ccc(N/C(=N/S(=O)(=O)c2ccccc2)c2ccccc2)cc1,5.7,1.9,0.8,-1.9,.,9.7,-0.2,1.3,-5.4,1.1

# Shown with two lines to a compound: two of the compounds above
# Each structure is followed by: 3CLpro inhibitor | DUSP3 inh | TcdB GH inh | Anthrax LF inh2 | PriA SSB inh | CCHFV vOTU inh | Vc quorum ag | BoNT-A LC inh2 | Y pestis TopoI | PfHsp40 rescue
> Cc1ccc(NC(=O)c2ccc(C)c(S(=O)(=O)N3CCCCC3)c2)nc1
→ . | . | 3.1 | 1.3 | -10.1 | -3.7 | 5.0 | -0.1 | -9.6 | -0.8
> CCOC(=O)C(C)/C(C)=N/NC(=O)c1cc2ccccc2cc1O (stereo unspecified)
→ -0.7 | -4.5 | -1.2 | -2.9 | . | 9.4 | -0.3 | 0.2 | -12.7 | 155.5*

# The list continues:
SMILES,3CLpro inhibitor,DUSP3 inh,TcdB GH inh,Anthrax LF inh2,PriA SSB inh,CCHFV vOTU inh,Vc quorum ag,BoNT-A LC inh2,Y pestis TopoI,PfHsp40 rescue
O=C(OCC(=O)N1CCCc2ccccc21)c1ccc(C(F)(F)F)cc1,.,.,10.6*,-1.4,-5.3,21.2,-0.4,-1.1,5.1,-1.7
O=C(CCC1CCCC1)NCc1ccccn1,-7.1,17.7,.,0.3,-8.7,2.0,i,0.0,1.8,-0.9
CC1(C)C(=O)C=C(N2CCCCC2)c2ccccc21,.,.,0.8,-5.1,.,1.6,-1.4,-0.3,2.3,.
Cn1c(=O)c2c(ncn2CC(=O)N2CCN(c3ccccc3F)CC2)n(C)c1=O,-3.3,-17.9,0.8,1.4,-5.2,7.7,i,0.0,-3.8,-1.5
CCOC(=O)N1C2C=CC(C2)N1C(=O)OCC,.,.,0.4,-2.1,-6.6,-15.4,i,-0.8,4.3,0.0
COc1ccc(C(=O)c2c(C(F)(F)F)oc3c2C(=O)c2ccccc2C3=O)cc1OC,6.6,-8.3,.,-4.0,49.4,63.6*,0.3,-0.4,1.5,60.4*
COc1ccc(COCC(O)CN2CCCCC2)cc1OC (stereo unspecified),-0.2,-17.2,1.9,1.6,-8.7,8.1,0.7,2.1,-3.7,0.5
Cc1ccc2nc3c(c(Nc4ccccc4)c2c1)CCC3,2.5,4.3,1.4,-13.4,-2.8,0.0,-1.0,?,-1.2,-0.2
Cc1cccc(NC(=O)CSc2cn[nH]n2)c1,-5.7,31.7,-2.2,11.2,-11.1,-1.5,-0.7,1.6,4.8,-0.8
CN1C(=O)C(C)(C)c2cc(S(=O)(=O)N3CCCC3C(=O)NCc3ccc(F)cc3)ccc21 (stereo unspecified),-2.6,1.6,0.9,-4.8,-11.7,-6.8,-0.1,-0.7,-1.8,1.0
CCNc1nc(NC(C)C)nc(N(n2cnnc2)S(=O)(=O)c2ccc(C)cc2)n1,4.8,7.6,1.3,-0.4,-7.0,1.1,-4.8,1.0,-4.3,1.0
N#Cc1ccc2c(c1)nc1ccccn12,3.7,-7.4,1.8,3.6,9.2,-182.7,1.4,0.0,4.2,-0.7
COc1cccc2sc3ccc(C#Cc4ccc(N)cc4)cc3c(=O)c12,4.6,5.0,0.6,0.9,16.9,9.6,i,0.6,-1.6,-1.3
Cc1ccc(-c2nc3ccccc3o2)cc1NC(=O)c1ccc2c(c1)OCO2,-2.1,5.6,.,-4.8,-3.0,-2.9,.,1.1,4.1,-0.6
Cc1c(C(=O)OCCOC(C)C)[nH]c2c1C(=O)CC(C)(C)C2,-0.9,-1.9,0.7,-3.8,-3.4,2.4,-0.3,-0.3,-2.7,0.0
CC(=O)Oc1ccccc1N(C(C)=O)S(=O)(=O)c1cccc([N+](=O)[O-])c1,7.8,18.6,1.1,-2.1,-1.1,-5.4,i,-0.6,-6.9,-1.4
COc1ccccc1NC(=O)CN1CCN(c2ccc(Cl)cc2)CC1,-7.0,22.8,.,-3.2,-17.7,-0.2,i,0.2,2.1,1.1
O=C(CCC(=O)N1CCCc2ccccc21)N1CCN(S(=O)(=O)c2ccccc2)CC1,5.6,6.2,.,-1.1,-4.0,19.7,-0.3,0.4,14.8,-0.2
Cc1ccc(CN2CC(C(=O)N3CC=C(c4ccccc4)CC3)CC2=O)cc1 (stereo unspecified),0.0,-6.8,-0.7,-1.4,5.7,0.0,i,-2.1,30.1,-0.7
CN(C)CCCN(C(=O)CCOc1ccccc1)c1nc2ccc(F)cc2s1,0.3,10.8,1.2,-4.9,-11.8,-11.0,-0.4,0.4,-13.5,0.8
COC(=O)c1cc(C(=O)N2CCN(c3cccc(C)c3C)CC2)cc([N+](=O)[O-])c1,6.4,27.6,0.2,-1.5,-6.2,-5.7,-0.8,0.0,2.7,4.2
